# Screening data: PubChem BioAssay, several laboratories
# TLR4 MyD88 comp: inhibitors of human TLR4-MyD88 binding | inhibition, % at 8.4 µM | O00206+Q99836 | 200,000 compounds, 0.18% hits | HeLa CL3-4 TLR4/MyD88 BLA complementation, FRET ratio; in the data active means inhibition above about 25%;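 further: 0% = vehicle and 100% = reference inhibitor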
# STAT1 act: activators of IFN-gamma induced STAT1 signaling. NIH 3T3 STAT1-luciferase reporter, luminescence; 100% = IFN-gamma alone, no compound. activation (% of control), % at 5.5 µM. 200,000 compounds, 2.6% hits. AID 932;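 active means activation above the screen-wide mean activation plus 3 SD, cut at about 130% in these data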;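 further: raw ratio to IFN-gamma control signal so 100% means no change and 0% no light; values of inactives mirror those of a sister screen read the other way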
# FLuc inhib CS: Photinus pyralis luciferase inhibition counter-screen; 200,000 compounds, 1.5% hits; P08659; inhibition, % at 10 µM; ATPLite firefly luciferase biochemical luminescence, 10 min;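 active means inhibition above about 50% when tested at 10 µM, limit read from the data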
# Target sequence (P08659 whole entry, looked up): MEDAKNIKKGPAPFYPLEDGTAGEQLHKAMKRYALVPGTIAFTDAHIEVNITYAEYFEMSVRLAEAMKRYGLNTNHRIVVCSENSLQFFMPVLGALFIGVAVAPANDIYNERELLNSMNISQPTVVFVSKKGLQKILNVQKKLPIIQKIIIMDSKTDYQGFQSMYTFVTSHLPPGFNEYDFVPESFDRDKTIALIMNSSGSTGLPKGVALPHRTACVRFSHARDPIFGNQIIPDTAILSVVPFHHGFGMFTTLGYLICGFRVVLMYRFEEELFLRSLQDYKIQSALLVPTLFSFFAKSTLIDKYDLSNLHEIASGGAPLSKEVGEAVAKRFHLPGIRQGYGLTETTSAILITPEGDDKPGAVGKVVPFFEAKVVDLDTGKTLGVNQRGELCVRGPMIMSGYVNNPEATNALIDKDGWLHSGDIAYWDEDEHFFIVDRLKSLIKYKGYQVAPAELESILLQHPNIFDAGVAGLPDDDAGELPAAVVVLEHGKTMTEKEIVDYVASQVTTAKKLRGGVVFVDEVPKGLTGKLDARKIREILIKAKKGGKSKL
# FLuc stim CS: firefly luciferase counter-screen for stimulation assays; P08659; 200,000 tested, under 10 active; activation factor at 10 µM; ATPlite luciferase biochemical, luminescence, 10 min; 0 = ATP-free wells, 1 = DMSO control;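 active means luciferase activation factor, scaled between plate controls, of at least 2 with compound at 10 µM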
#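 Material: Luciferase/luciferin reagent mix; Doses: test compounds dosed from 2 mM stocks in 100% DMSO; Schedule: 10 min incubation after luciferase reagent addition, room temperature; Measured by: luminescence from luciferase reaction; Read-out: luminescence gain marking luciferase activators.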
# Diaphorase act: activates diaphorase or chemically reduces, flagging diaphorase assay artifacts; AID 1229; activation factor at 20 µM; Diaphorase/resazurin coupled assay, resorufin fluorescence, 16 min; active compounds read high; 1 = vehicle wells, 0 = NADH-free wells; 190,000 compounds, 0.005% hits;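 active means diaphorase activity raised at least twofold by the compound at 20 µM; inactive means activation factor below 2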
#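 Assay system: bacterial diaphorase enzyme (C. kluyveri) / Input: enzyme 0.07 U/mL final / Medium: 50 mM HEPES pH 7.4 with 4.542 mM MgCl2, 0.005% Tween 20 / Doses: single compound dose of 20 µM, 1% DMSO final / Incubation: 16 min enzyme reaction, ambient temperature / Signal: fluorescence, excitation 544 nm and emission 590 nm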
# APP 5'UTR act: activates APP 5'UTR luciferase reporter. SH-SY5Y APP 5'UTR luciferase reporter, luminescence; zero percent = DMSO vehicle wells. activation, % at 2 µM. 190,000 compounds, 1% hits. AID 1276;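 active means activation above a set limit, based on mean plus 3 SD of controls, cut at about 140% in these data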; further: values of inactives mirror those of a sister screen read the other way
# Diaph inh CS: diaphorase inhibition or chemical oxidation counter-screen. inhibition, % at 20 µM. diaphorase resazurin-to-resorufin fluorescence, NADH, 16 min; bacterial (C. kluyveri) enzyme, not human. 190,000 compounds, 0.69% hits;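 active means primary screen inhibition at 20 µM above a set limit, cut at about 50% in these data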;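 further: plate controls were DMSO with full reaction for no effect and wells lacking NADH for full effect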
#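 System: Bacterial diaphorase enzyme (C. kluyveri) | Incubation: 16-min room-temperature incubation before reading | Benchmarks: No-NADH positive control and DMSO neutral control | Measured by: Resorufin fluorescence 544/590 nm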
# APP 5UTR inh: APP translation inhibition. inhibition, % at 2 µM. AID 1285. SH-SY5Y APP 5'UTR-luciferase reporter, luminescence. 190,000 compounds, 0.82% hits;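 active means inhibition above a set limit, derived from the sample mean plus 3 SD, cut at about 45% in these data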; further: values of inactives mirror those of a sister screen read the other way
# G6PDH counter: counter-screen for G6PDH assay hits: L. mesenteroides G6PDH inhibition; AID 1020; 200,000 compounds, 0.12% hits; inhibition, % at 5 µM; Purified L. mesenteroides G6PDH, diaphorase/resazurin coupled fluorescence, 45 min; in the data active means inhibition above about 50%
# NF-kB neuron act: compounds increasing NF-kB expression in human neuronal cells. fold change at 12.5 µM. 190,000 compounds, 1.6% hits. NF-kB reporter expression; active compounds read high; in the data active means fold change above about 3.3
# Active calls of the source: *; x = no result given.
(1) Cc1cc(=O)oc2cc(OC(C)C(=O)NCC3CCCO3)ccc12 (centres undefined)
(2) COc1ccccc1CN(C)C(C)C(=O)Nc1cccc(C(C)=O)c1 (centres undefined)
(3) COc1ccc(CN=C2Nc3ccccc3CS2)cc1
(4) CNC(=O)CSc1nnnn1CCCOC
(5) O=C(c1ccco1)N1CCN(C(c2ccccn2)c2nnnn2C2CCCC2)CC1 (centres undefined)
(6) CCOc1ccccc1NC(=O)c1cccnc1
(7) Cc1ccc(NC(=O)COC(=O)Cc2csc(-c3cccc(F)c3)n2)cc1C
(8) Cc1cc(NS(=O)(=O)c2ccc(NC(=O)CCCOc3ccc(Cl)cc3)cc2)no1
compound no.	1	2	3	4	5	6	7	8
TLR4 MyD88 comp	-9.2	-14.3	-10.3	2.9	-7.3	-3.9	0.4	4.3
STAT1 act	106.7	93.6	125.9	106.1	96.5	101.9	100.2	105.2
FLuc inhib CS	-6.0	-6.8	53.1*	-0.2	-2.6	x	-1.5	0.4
FLuc stim CS	1.1	1.1	0.5	1	1	x	1	1
Diaphorase act	1	1	0.9	0.9	0.8	x	0.8	1
APP 5'UTR act	13.8	-3.0	200.0*	-1.8	5.8	31.4	0.7	-11.2
Diaph inh CS	4.4	3.3	10.9	8.1	17.9	x	18.2	0.2
APP 5UTR inh	-13.8	3.0	-200.0	1.8	-5.8	-31.4	-0.7	11.2
G6PDH counter	13.8	1.9	9.0	1.3	7.4	x	13.2	11.9
NF-kB neuron act	x	1.17	6.74*	1.06	1.02	x	1.21	1

(9) CC1CCN(CC(=O)c2c[nH]c3ccccc23)CC1
(10) C/C(=C\C(=O)c1c(O)cc(C)oc1=O)N(C)C
(11) Cc1onc(-c2c(Cl)cccc2Cl)c1C(=O)NCc1ccccn1
(12) Cn1ncc2c(NNC(=O)c3ccccc3Cl)ncnc21
(13) O=C(Nc1cccc(O)c1)c1ccc(Br)cc1
(14) O=C(CSc1nc2[nH]ncc2c(=O)n1-c1ccccc1)N1CCCc2ccccc21
(15) Cc1ccc(S(=O)(=O)NCC(=O)NC2CCCCCC2)cc1
(16) Cc1nn(-c2ccc([N+](=O)[O-])cc2)c2c1C(c1ccc(OC(F)F)cc1)N1C(=N2)C(=O)Nc2ccccc21 (centres undefined)
compound no.	9	10	11	12	13	14	15	16
TLR4 MyD88 comp	-13.6	-6.2	3.6	1.3	9.7	-11.2	-2.0	14.2
STAT1 act	103.3	106.1	94.7	97.3	94.9	95.4	100.0	101.5
FLuc inhib CS	-8.3	2.6	-4.7	-9.3	32.8	-7.1	-6.2	-1.8
FLuc stim CS	1.1	1	1	1.1	0.7	1.1	1.1	1
Diaphorase act	1	1	1	0.7	0.9	0.8	1	1
APP 5'UTR act	5.6	-10.7	6.6	-12.3	121.7	-14.2	8.1	-8.6
Diaph inh CS	1.8	4.4	-2.2	27.3	9.8	18.2	2.3	4.0
APP 5UTR inh	-5.6	10.7	14.1	12.3	-121.7	14.2	-8.1	8.6
G6PDH counter	2.4	3.9	-1.4	-16.3	-2.5	8.6	1.1	0.8
NF-kB neuron act	0.78	1.02	1.06	1.01	2.6	0.63	1.1	0.61

# Limited to FLuc inhib CS and NF-kB neuron act, for 4 of the compounds above:
nr	structure	FLuc inhib CS	NF-kB neuron act
9	CC1CCN(CC(=O)c2c[nH]c3ccccc23)CC1	-8.3	0.78
15	Cc1ccc(S(=O)(=O)NCC(=O)NC2CCCCCC2)cc1	-6.2	1.1
10	C/C(=C\C(=O)c1c(O)cc(C)oc1=O)N(C)C	2.6	1.02
13	O=C(Nc1cccc(O)c1)c1ccc(Br)cc1	32.8	2.6

# Remaining list, next part:
(17) CC(=O)Nc1ccc(-c2csc(NCc3ccccc3)n2)cc1
(18) Cc1ccc(NC(=O)Cc2nn(C)c(=O)c3ccccc23)cc1F
(19) CCc1ccc(/C=C2\SC(=S)N(CCC(=O)N3CCN(C)CC3)C2=O)cc1
(20) CC(C)NC(=O)C1CCN(C2CCN(C(=O)C3=CCCC3)CC2)CC1
(21) COC(c1ccccc1)c1nnc(CCC(=O)N2CCCCCCC2)o1 (centres undefined)
(22) CCOC(=O)COc1ccc(S(=O)(=O)NCc2cccnc2)cc1
(23) Cc1ccc2cccc(S(=O)(=O)n3nc(C)cc3C)c2n1
(24) COc1ccc(Cl)cc1NC(=O)CSc1nnc(Cn2c(=O)sc3ccccc32)n1C
compound no.	17	18	19	20	21	22	23	24
TLR4 MyD88 comp	-6.7	-2.6	-1.0	11.8	-0.7	-14.1	-8.4	0.5
STAT1 act	123.9	79.5	105.5	104.5	113.5	94.9	98.5	90.9
FLuc inhib CS	-4.4	-1.2	39.4	-5.7	-1.1	-8.0	-1.9	-2.0
FLuc stim CS	1	1	0.6	1.1	1	1.1	1	1
Diaphorase act	0.9	0.9	1	0.8	1	0.9	1	0.9
APP 5'UTR act	41.0	-8.1	-9.4	-0.5	7.1	2.3	11.0	35.4
Diaph inh CS	9.5	5.5	-1.1	15.8	1.8	11.4	4.2	12.3
APP 5UTR inh	-41.0	8.1	9.4	0.5	-7.1	-2.3	-11.0	-35.4
G6PDH counter	2.2	-1.1	0.1	12.5	-5.3	1.4	9.9	5.7
NF-kB neuron act	1.95	0.87	3.34*	1.32	1.05	1.02	1	1

(25) O=C(O)CN1C(=O)COc2cc(S(=O)(=O)N3CCCC3)ccc21
(26) Cc1ccc(NC(=O)Cn2cnc3c(=O)n(C)c(=O)n(C)c32)c(C)c1
(27) Cc1cc(C)n2ncc(C(=O)NCCc3ccccc3)c2n1
(28) COC(=O)c1ccc[n+](CC(=O)Nc2ccc(OC(F)F)cc2)c1
(29) BrC(=C\c1ccccc1)/C=N/N1CCN(c2ccccc2)CC1
(30) COc1ccc(N=Cc2c(O)[nH]c3ccccc23)cc1OC
(31) Cc1[nH]c2ccccc2c1/C=N/Nc1ccc([N+](=O)[O-])cc1S(=O)(=O)Nc1ccc(Cl)cc1
(32) COc1cc([N+](=O)[O-])ccc1NC(=O)CC(C)C
compound no.	25	26	27	28	29	30	31	32
TLR4 MyD88 comp	-8.4	12.5	5.6	2.9	9.3	1.2	0.4	-3.8
STAT1 act	101.2	90.8	104.1	104.4	116.5	145.0*	91.9	104.0
FLuc inhib CS	-4.4	-8.9	-8.4	-8.0	0.0	6.0	-1.5	-9.4
FLuc stim CS	1	1.1	1.1	1.1	1	0.9	1	1.1
Diaphorase act	0.9	0.9	0.7	1	0.9	0.8	0.7	0.9
APP 5'UTR act	9.4	13.3	-9.3	-6.5	-11.6	22.5	8.4	11.1
Diaph inh CS	11.9	12.3	34.4	0.0	11.5	22.3	29.4	14.8
APP 5UTR inh	-9.4	-13.3	9.3	6.5	11.6	-22.5	-8.4	-11.1
G6PDH counter	3.2	-10.0	3.4	3.8	-4.2	-27.6	-1.6	2.0
NF-kB neuron act	0.87	0.9	1.36	1.24	1.4	0.59	1.05	1.08

(33) CC1=C(C(=O)Nc2ccccc2C)C2(CCCCC2)C(C(N)=O)C(=S)N1 (centres undefined)
(34) O=C(c1ccco1)n1nc(-c2ccco2)nc1SCc1ccccc1
(35) C(=C\c1cccc2ccccc12)/c1nnc(-c2cccs2)o1
(36) CCOC(=O)c1cccc(NC(=O)C2(S(=O)(=O)c3ccc(Cl)cc3)CC2)c1
(37) CC1(C)CC(=O)C2=C(C1)N(c1ccc(Cl)cc1)C(=O)C2(O)C(F)(F)F (centres undefined)
(38) CCOc1ccccc1NC(=O)CSc1nnc(-c2ccccn2)n1Cc1ccco1
(39) CC1=C(C(=O)OCc2ccccc2)C(c2ccc(-c3ccccc3)cc2)NC(=O)N1CCCCCC(=O)O (centres undefined)
(40) CC(C)c1ccc(C(=O)NCCCN(C)C)cc1
compound no.	33	34	35	36	37	38	39	40
TLR4 MyD88 comp	5.0	-0.6	-4.5	-10.6	-6.3	-13.6	-5.0	-15.7
STAT1 act	98.1	98.7	105.2	94.8	100.1	92.8	100.6	93.9
FLuc inhib CS	-6.0	1.8	-4.0	-5.2	-5.8	-1.9	3.2	0.7
FLuc stim CS	1.1	1	1	1.1	1.1	1	1	1
Diaphorase act	0.9	0.9	0.8	0.9	0.9	0.9	0.9	1
APP 5'UTR act	-2.3	-3.4	8.2	22.7	17.4	12.1	2.5	19.1
Diaph inh CS	10.2	14.3	22.8	12.4	10.4	5.4	8.6	3.9
APP 5UTR inh	2.3	3.4	-8.2	-22.7	-17.4	-12.1	-2.5	-19.1
G6PDH counter	18.4	2.4	-2.3	0.3	-0.7	8.9	18.3	-4.3
NF-kB neuron act	0.99	1.74	1.27	0.87	1.13	0.68	0.86	1.39

(41) COCCn1c(SCCCc2ccccc2)nc2c1c(=O)[nH]c(=O)n2C
(42) COC(=O)c1ccccc1NC(=O)CSc1nnc(C(CO)NC(=O)c2ccccc2)n1C (centres undefined)
(43) NC(Cc1ccc(Oc2ccc(O)cc2)cc1)C(=O)O (centres undefined)
(44) CCc1nnc(NC(=O)CSc2nnc(-c3ccccc3O)n2-c2ccc(C)cc2C)s1
(45) COc1ccc(NC(=O)C2CCN(C(=O)c3ccc(OC)cc3)CC2)cc1
(46) COc1ccc(N2C(=O)C(F)(F)C2c2ccc(C)cc2)cc1OC (centres undefined)
(47) CC1(C)CC2CC(C)(CN2C(=O)COC(=O)c2cc(Cl)cc(Cl)c2N)C1 (centres undefined)
(48) O=C1CC(=O)C(n2cncn2)C(c2ccc(Cl)cc2Cl)C1 (centres undefined)
compound no.	41	42	43	44	45	46	47	48
TLR4 MyD88 comp	6.8	-14.9	-1.9	1.6	-2.1	3.7	7.2	-12.1
STAT1 act	108.6	89.7	94.9	100.8	105.5	94.3	105.6	88.9
FLuc inhib CS	-3.1	-1.7	-2.8	-0.1	1.8	-2.0	-7.3	-2.4
FLuc stim CS	1	1	1	1	1	1	1.1	1
Diaphorase act	0.8	0.9	1	0.7	1	0.9	0.8	0.7
APP 5'UTR act	-5.6	7.3	-4.5	8.1	10.9	9.8	-0.7	x
Diaph inh CS	17.0	13.6	-2.8	31.1	-3.5	12.7	22.7	25.3
APP 5UTR inh	5.6	-7.3	4.5	-8.1	-10.9	-9.8	0.7	x
G6PDH counter	12.4	9.9	-4.1	10.1	7.4	1.8	-1.1	-13.5
NF-kB neuron act	0.74	1.22	1.11	0.78	1.04	1.1	0.98	0.96

(49) CCCc1cc(=O)[nH]c(SCC(=O)c2cc(C)n(C(C)COC)c2C)n1 (centres undefined)
(50) Cc1ccc(NC(=O)c2sc3nc(C)nc(N4CCN(c5ccccn5)CC4)c3c2C)c(C)c1
(51) CCn1c(SCc2nc3ccccc3c(=O)[nH]2)nnc1-c1cccnc1
(52) Cc1ccccc1C1C2=C(Nc3[nH]n(-c4ccccc4)c(=O)c31)c1ccccc1C2=O (centres undefined)
compound no.	49	50	51	52
TLR4 MyD88 comp	-0.8	-19.4	0.5	5.6
STAT1 act	98.0	87.1	103.7	107.0
FLuc inhib CS	x	-4.3	-6.1	4.3
FLuc stim CS	x	1	1.1	1
Diaphorase act	x	0.9	0.9	0.6
APP 5'UTR act	0.1	6.7	-7.0	-7.7
Diaph inh CS	x	9.1	8.0	43.9
APP 5UTR inh	-0.1	-6.7	7.0	7.7
G6PDH counter	x	-3.9	8.6	-3.2
NF-kB neuron act	1.17	0.59	1.07	0.87
